GPR151 activ: activators of human GPR151, primary screen, cell-based, PathHunter beta-arrestin, luminescence | G-protein coupled receptor 151 (Homo sapiens), Q8TDV0 | PathHunter beta-arrestin GPR151 cells | activation, % at 11.2 µM | 650,000 tested, 1% active | AID 1508602, 2020; in the data active = activation above about 4.9%;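 also: 0% = median of compound wells and 100% = cells with positive control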
Target sequence (Q8TDV0 whole entry, looked up): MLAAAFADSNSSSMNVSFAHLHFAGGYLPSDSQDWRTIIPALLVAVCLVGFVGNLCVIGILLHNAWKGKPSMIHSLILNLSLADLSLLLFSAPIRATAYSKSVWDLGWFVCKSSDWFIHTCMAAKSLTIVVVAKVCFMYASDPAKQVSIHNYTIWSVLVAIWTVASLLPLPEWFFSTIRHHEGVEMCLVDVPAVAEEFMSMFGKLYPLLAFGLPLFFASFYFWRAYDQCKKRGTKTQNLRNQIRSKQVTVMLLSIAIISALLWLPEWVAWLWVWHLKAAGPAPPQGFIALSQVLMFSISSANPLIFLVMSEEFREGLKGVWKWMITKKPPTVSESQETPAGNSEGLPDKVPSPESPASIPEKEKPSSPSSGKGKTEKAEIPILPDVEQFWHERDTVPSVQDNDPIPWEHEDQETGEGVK
FBW7 act: FBW7 E3 ligase activators, primary screen, biochemical, AlphaScreen, human; normalized activity (activation), % at 26.1 µM; 650,000 tested, 0.13% active; AlphaScreen FBW7–phospho-cyclin E peptide binding, activator screen; in the data active = normalized activity above about 1.9%;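 also: purified mutant Fbw7 with reduced substrate affinity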
Target sequence (Q969H0 whole entry, looked up): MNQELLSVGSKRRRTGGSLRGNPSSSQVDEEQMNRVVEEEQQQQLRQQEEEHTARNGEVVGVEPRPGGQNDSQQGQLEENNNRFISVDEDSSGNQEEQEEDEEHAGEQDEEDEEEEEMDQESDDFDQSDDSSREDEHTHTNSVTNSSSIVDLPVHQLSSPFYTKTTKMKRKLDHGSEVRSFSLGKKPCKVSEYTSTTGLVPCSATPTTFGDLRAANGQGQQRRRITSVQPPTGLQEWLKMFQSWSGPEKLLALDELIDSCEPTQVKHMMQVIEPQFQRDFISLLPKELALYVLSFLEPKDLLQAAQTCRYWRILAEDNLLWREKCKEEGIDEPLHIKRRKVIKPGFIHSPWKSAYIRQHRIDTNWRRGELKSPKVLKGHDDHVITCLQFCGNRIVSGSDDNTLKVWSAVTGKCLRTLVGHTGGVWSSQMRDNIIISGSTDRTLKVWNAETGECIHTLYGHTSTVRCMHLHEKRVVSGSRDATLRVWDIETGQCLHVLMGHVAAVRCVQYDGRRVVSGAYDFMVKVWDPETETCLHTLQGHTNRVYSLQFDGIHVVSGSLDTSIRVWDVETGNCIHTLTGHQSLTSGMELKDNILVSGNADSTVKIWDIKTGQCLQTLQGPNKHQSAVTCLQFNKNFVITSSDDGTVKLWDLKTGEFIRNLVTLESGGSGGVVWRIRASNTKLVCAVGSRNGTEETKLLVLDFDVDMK
MITF inh: MITF inhibitors, primary screen, biochemical, AlphaScreen, human; inhibition, % at 2.6 µM; AlphaScreen MITF homodimerization, bead proximity signal; Microphthalmia-associated transcription factor (Homo sapiens), O75030; 650,000 tested, 0.91% active; in the data active = inhibition above about 50%;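 also: 0% = vehicle wells with protein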
TEAD-YAP block: TEAD-YAP interaction inhibition, primary screen, TEAD-YAP interaction inhibitor project, luminescence, HEK-TIYL cells | TEAD-Gal4/YAP UAS-luciferase luminescence | inhibition, % at 9.12 µM | 640,000 tested, 1.4% active | AID 1259422, 2018; in the data active = inhibition above about 32%;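 also: 0% = median of test compound wells and 100% = reference inhibitor wells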
The depositor's hits bear a star; & = joins results of further samples. No enrichment for hits; 3.5% or so of the library scored in one or more.

The first 7 compounds (preview)
SMILES	GPR151 activ	FBW7 act	MITF inh	TEAD-YAP block
CCC(=O)NC(=S)Nc1cc(OC)c(Cl)cc1OC	1.7	-0.1	3.9	4.4
CCCOc1ccc(C2C(C(=O)OC)=C(C)NC3=C2C(=O)CCC3)cc1OC (stereo not drawn)	-0.2	0.1	-16.7	3.8
CCOC(=O)C1=C(C)NC(=S)NC1c1ccc(Cl)cc1Cl (stereo not drawn)	1.7	-0.1	8.2	4.8
COc1ccc(CCNC(=O)C2CCN(c3ccc(Nc4nccc5ccccc45)nn3)CC2)cc1	0.9	-0.3	9.2	-2.4
OCCNc1nccn2c(-c3cccc(OC(F)(F)F)c3)cnc12	1.8	-0.5	-14.5	-26.1
Cc1cccc(Cn2c(SCC(C)O)nc3c2c(=O)[nH]c(=O)n3C)c1 (stereo not drawn)	-1.1	0.3	-4.9	-20.4
O=C(Nc1cc(C(=O)N2CCN(c3ccc(F)cc3)CC2)ccc1N1CC2CC(C1)c1cccc(=O)n1C2)c1cccc(C(F)(F)F)c1 (stereo not drawn)	0.6	-0.2	7.9	4.7

Results, repeating the preview:
SMILES	GPR151 activ	FBW7 act	MITF inh	TEAD-YAP block
CCC(=O)NC(=S)Nc1cc(OC)c(Cl)cc1OC	1.7	-0.1	3.9	4.4
CCCOc1ccc(C2C(C(=O)OC)=C(C)NC3=C2C(=O)CCC3)cc1OC (stereo not drawn)	-0.2	0.1	-16.7	3.8
CCOC(=O)C1=C(C)NC(=S)NC1c1ccc(Cl)cc1Cl (stereo not drawn)	1.7	-0.1	8.2	4.8
COc1ccc(CCNC(=O)C2CCN(c3ccc(Nc4nccc5ccccc45)nn3)CC2)cc1	0.9	-0.3	9.2	-2.4
OCCNc1nccn2c(-c3cccc(OC(F)(F)F)c3)cnc12	1.8	-0.5	-14.5	-26.1
Cc1cccc(Cn2c(SCC(C)O)nc3c2c(=O)[nH]c(=O)n3C)c1 (stereo not drawn)	-1.1	0.3	-4.9	-20.4
O=C(Nc1cc(C(=O)N2CCN(c3ccc(F)cc3)CC2)ccc1N1CC2CC(C1)c1cccc(=O)n1C2)c1cccc(C(F)(F)F)c1 (stereo not drawn)	0.6	-0.2	7.9	4.7
c1ccc(-c2nnc(SCCN3CCN(CCSc4nnc(-c5ccccc5)n4-c4ccccc4)CC3)n2-c2ccccc2)cc1	1.4	-0.1	0.7	7.0
CC(=O)N1c2ccc(S(=O)(=O)N3CCCC3C(=O)Nc3ccc(C)cc3)cc2CC1C (stereo not drawn)	-0.1	0.0	10.3	1.6
COC(=O)c1c(NC(=S)Nc2ccc(F)cc2[N+](=O)[O-])sc(C(=O)N(C)C)c1C	1.7	0.4	-19.5	4.2
NC(=O)C1CCCN(Cc2c(C(=O)N3CCCCCCC3)nc3sccn23)C1 (stereo not drawn)	-0.8	0.0	-7.1	8.5
Cc1ccc(CN2CCN(Cc3ccon3)CC2CCO)cc1 (stereo not drawn)	-1.0	0.2	1.4	-3.8
COc1ccc(CCNc2nc(NCc3ccc4c(c3)OCO4)nc3c2ncn3-c2ccccc2)cc1	-0.6	0.0	2.9	-3.0
FC(F)(F)c1ccc(Cn2cnc3c(Nc4ccc(N5CCOCC5)cc4)nc(N4CCc5ccccc5C4)nc32)cc1	2.0	-0.2	-1.2	7.3
N#CCCn1cc(C(=O)Nc2ccc(C(=O)O)cc2)c(-c2cccs2)n1	0.5	0.2	12.5	10.5
COc1ccc(NC(=O)CSc2ccc3nnc(-c4cccc(F)c4)n3n2)cc1	1.0	0.1	3.6	-19.1
CC(C)N(C(=O)CSc1ncccc1-c1nc2ccccc2[nH]1)C(C)C	-2.0	0.0	18.9	11.2
Cc1c(OCC(=O)O)ccc2c(-c3ccccc3)cc(=O)oc12	1.2	0.0	9.6	13.0
Cc1ccc2oc(C(=O)Nc3ccccc3)c(C)c2c1	-1.8	0.0	-10.0	-1.0
O=[N+]([O-])c1cccc(CSc2nc(Nc3ccc(F)cc3)c3ccccc3n2)c1	0.5	0.9	7.8	-11.1
Cn1c(-c2ccccc2)cnc1NCc1ccc(C#N)cc1	2.6	-0.1	37.9	-3.7
CCOC(=O)CNC(=O)Cn1c(-c2cccnc2)nc2ccccc21	-2.3	0.5	8.9	-17.5
Cc1cc(C)n2nc(SCc3nc4cc(Cl)ccc4c(=O)[nH]3)nc2n1	-1.0	-0.1	-3.4	-1.7
COc1cc(C(c2c(C)[nH]c3ccccc23)c2c(C)[nH]c3ccccc23)ccc1OCC(=O)O	-0.7	0.1	26.0	-8.5
Cc1ccc(S(=O)(=O)N2C(=O)c3ccccc3N(S(=O)(=O)c3ccc(C)cc3)C(=O)c3ccccc32)cc1	-0.8	0.1	11.7	2.5
New compounds follow.
SMILES	GPR151 activ	FBW7 act	MITF inh	TEAD-YAP block
Cc1c(NC(=O)C(C)N2C(=O)c3ccccc3C2=O)c(=O)n(-c2ccccc2)n1C (stereo not drawn)	-0.9	0.1	19.2	7.6
Cc1cccc(C)c1NC(=O)COC(=O)c1ccc2c(c1N)C(=O)c1ccccc1C2=O	0.2	0.1	3.9	-4.0
CC(=O)Nc1ccc(Nc2ccnc(-c3c(C)noc3C)n2)cc1	-2.2	0.2	15.3	4.5
O=C(CNC(=O)c1cccc(F)c1)N/N=C/c1cc([N+](=O)[O-])ccc1O	0.2	-0.4	26.5	-2.3
COc1cc(OC)cc(C(=O)N2CCc3ccccc3C2CNC(=O)Nc2ccc(Cl)c(Cl)c2)c1 (stereo not drawn)	5.3*	-0.1	-8.4	3.8
C=CCC1=CCC(C(c2c(C)[nH]n(-c3ccccc3)c2=O)c2c(C)[nH]n(-c3ccccc3)c2=O)C=C1 (stereo not drawn)	0.2	-0.6	14.2	-2.2
CCC1C(=O)NCCN1Cc1ccc2c(c1)CN(Cc1cn(CC)nc1C)CCO2 (stereo not drawn)	-0.3	0.1	-3.6	12.6
OC1CCN(Cc2ccc3c(c2)CN(Cc2cccc(F)c2)CCO3)CC1	0.8	0.0	6.3	-5.0
O=C(Nc1ccc(O)cc1)c1ccccc1I	0.4	-0.1	4.1	21.4
COc1cccc(CNC(=O)C2CCN(C(=O)N3CC(C)Oc4ccc(C)cc43)CC2)c1 (stereo not drawn)	1.3	0.1	4.6	19.1
c1cncc(-c2nc3ccc(-c4ccc5nc(-c6cccnc6)[nH]c5c4)cc3[nH]2)c1	3.3	0.2	5.7	-9.3
CCn1c(CNC(=O)Cc2ccc(OC)cc2)nnc1SCCOc1ccccc1	3.5	-0.1	13.1	25.6
O=C(Nc1ccc(F)c(F)c1)c1ccc(N2CC3CC(C2)c2cccc(=O)n2C3)c(NC(=O)c2ccccc2Br)c1 (stereo not drawn)	-1.2	0.1	-7.5	-2.6
CCCN1C(=O)/C(=c2\sc3nc(-c4ccc(OC)c(OC)c4)nn3c2=O)c2ccccc21	0.6	-0.1	8.1	3.0
CCOC(=O)c1c(NC(NC(=O)c2ccc(Cl)cc2)C(=O)c2ccccc2)sc(C(C)=O)c1C (stereo not drawn)	-0.7	-0.1	-13.8	-5.7
COc1ccc(C(C)(C)C)cc1NC(=O)c1cncc(Br)c1	-1.4	0.0	10.4	5.1
O=C(c1ccc(N2CCCC2)c([N+](=O)[O-])c1)N1CCN(CCO)CC1	-2.2	-0.1	1.4	2.5
Cc1cc(-n2nc(C)cc2C)nc(N)n1	2.4	0.2	1.2	3.1
Cc1nn(CC(=O)Nc2c(C)n(C)n(-c3ccccc3)c2=O)c(C)c1Br	-1.5	0.0	5.1	6.8
COc1ccc2cc(CCNC(=O)c3ccc(OC)c(OC)c3)c(=O)[nH]c2c1	0.2	0.1	9.0	4.8
O=C(N/N=C/C=C/c1ccccc1[N+](=O)[O-])c1ccccc1-n1cccc1	4.3	0.1	6.1	4.9
COc1ccc(/C=C2\C(=O)NN(c3ccccc3)C2=O)cc1	0.9	-0.2	11.1	0.5
COc1ccccc1NC(=O)c1ccc(Cl)cc1[N+](=O)[O-]	1.1	-0.1	1.4	3.9
O=S(=O)(O)CCS	1.0&0.5&-0.4	0.0&-0.1&0.1	1.4&-8.8&30.1	-12.7
O=c1c2ccccc2nc2ccc(NC3CCCCC3)nn12	1.5	0.0	-2.8	-37.2
(further entries)
SMILES	GPR151 activ	FBW7 act	MITF inh	TEAD-YAP block
COc1ccc(N2CCN(CC(=O)c3ccc4c(c3)CCN4)CC2)cc1	0.8	0.1	-5.9	7.6
O=C(CN1CCC(O)(c2ccc3c(c2)OCO3)CC1)OC1CCCCC1	-1.4	0.3	16.4	5.5
O=C(Nc1ccc(Cl)cc1)N[C@H]1C[C@H]2C(=O)N3CCC[C@H]3C(=O)N2C1	-0.9	0.0	0.7	1.4
CC(=C(C#N)C#N)c1cccc(C(F)(F)F)c1	-0.6	0.0	26.6	9.6
O=C(CC12CC3CC(CC(C3)C1)C2)NCC(=O)OCC(=O)c1ccc[nH]1	-0.4	0.5	15.2	-3.8
O=C(CCCCn1c(=O)[nH]c2ccsc2c1=O)NCc1ccc(Cl)cc1	-0.3	0.0	7.4	-14.4
COc1ccc(-c2cn3ccccc3n2)cc1	-8.9	-0.1	4.7	66.3*
O=C1NC(=Nc2ccc(F)cc2)S/C1=C\c1ccc([N+](=O)[O-])cc1	0.1	0.1	8.7	5.9
Cc1ccc2c(c1)CN(CCNC(=O)c1c(-c3ccccc3)noc1C)CC(C)O2 (stereo not drawn)	-0.6	0.3	0.1	-2.1
Cc1cc(C)n(CC(C)N2CCC(n3nccc3NC(=O)C(C)(C)C)CC2)n1 (stereo not drawn)	0.4	0.0	0.5	-2.7
O=C(CNC(=O)c1ccccn1)N/N=C/c1cccc([N+](=O)[O-])c1	-2.4	0.1	-15.7	-12.4
COC(=O)C1=C(C(=O)OC)SC(=C2C(=S)C(C)(C)N(C(=O)c3cccc(OC)c3)c3ccc(Cl)cc32)S1	-0.3	0.0	6.0	-0.5
COc1ccc(C(=O)NCCc2ccc(S(N)(=O)=O)cc2)c(OC)c1	0.4	0.1	4.4	15.7
Cc1cc(OCC(=O)NC2CCCC2)c(C)cc1Br	1.3	0.6	16.0	-2.5
Cc1ccc2onc(CC(=O)NC3CCCCC3)c2c1	-1.2	0.0	6.7	-18.0
CCC(OC(=O)c1ccco1)C(=O)NCc1ccc(C)cc1 (stereo not drawn)	-0.7	0.1	21.9	5.0
O=C(/C=C/c1ccccc1Cl)NC1CC2CCC1C2 (stereo not drawn)	1.4	-0.1	5.7	-20.5
CC1=NCCN1S(=O)(=O)c1c(C(C)C)cc(C(C)C)cc1C(C)C	0.1	-0.1	-1.8	6.2
N#C/C(=C\c1ccccc1)C(=O)N1C(=O)c2ccccc2S1(=O)=O	2.1	0.0	5.2	7.3
COc1ccccc1Nc1nc(-c2ccc(C)cc2)nc2ccccc12	-1.2	0.2	3.9	3.2
CC1CCN(c2c(NCc3ccc(C(=O)N(C)Cc4ccco4)cc3)c(=O)c2=O)CC1	0.0	0.0	-3.9	8.9
Cc1cc(C(=O)N/N=C\c2ccc(Cl)cc2Cl)c(C)o1	-1.8	0.4	12.2	-3.6
Cc1ccc(N(C(C)C(=O)N2CCC(Cc3ccccc3)CC2)S(C)(=O)=O)cc1 (stereo not drawn)	-1.3	0.0	-9.6	6.1
COc1ccc(CCc2nnc(CCC(=O)NCCCSC)o2)cc1	-0.2	0.1	10.7	-11.7
Cc1nc(C(C)N(C)C(=O)CCc2nnc(Cc3ccc4c(c3)OCO4)o2)c(C)s1 (stereo not drawn)	-0.8	-0.1	-4.2	-22.1

Copied from the list.
GPR151 activ, Cc1nc(C(C)N(C)C(=O)CCc2nnc(Cc3ccc4c(c3)OCO4)o2)c(C)s1 (stereo not drawn) reads -0.8
MITF inh, COc1ccccc1Nc1nc(-c2ccc(C)cc2)nc2ccccc12 reads 3.9
FBW7 act, NC(=O)C1CCCN(Cc2c(C(=O)N3CCCCCCC3)nc3sccn23)C1 (stereo not drawn) reads 0.0
TEAD-YAP block, O=[N+]([O-])c1cccc(CSc2nc(Nc3ccc(F)cc3)c3ccccc3n2)c1 reads -11.1

(listing goes on)
SMILES	GPR151 activ	FBW7 act	MITF inh	TEAD-YAP block
Cn1cc(C(=O)Nc2ccc(Br)cc2)c2ccccc2c1=O	-1.7	0.1	0.9	-2.8
O=C(CSc1nc2sc3c(c2c(=O)[nH]1)CCC3)NCc1ccccn1	-0.9	0.0	14.4	3.8
Cc1ccc(-c2nc(SCc3cc(=O)n4cc(C)ccc4n3)n[nH]2)cc1	-1.3	0.1	-3.3	-1.2
O=C(Cn1c2c(c3ccccc31)CCC2)NCc1ccc2c(c1)OCO2	1.8	0.0	11.4	-7.1
Cc1ccc(NC(=O)c2cn(C)c(=O)c3ccccc23)cc1F	0.2	-0.2	5.8	2.8
CC1=CC2=NC(Cc3ccc(Br)cc3)(NC(=O)c3ccccc3)C(=O)N2C=C1 (stereo not drawn)	1.5	0.0	-3.4	-1.4
CN(C)c1nc(N)nc(-c2ccco2)n1	2.2	0.1	6.9	-1.3
O=C(CCc1nc2ccccc2s1)NNC(=O)CSc1ccccc1F	0.4	0.2	-1.0	2.4
CCCCCn1c(SCC(=O)C(C)(C)C)nc2cc(C(=O)N(CC)CC)ccc2c1=O	0.5	-0.1	-4.4	-10.3
Cc1nc(N2CCN(C)CC2)c2c(C)c(C(=O)Nc3cccc(Cl)c3)sc2n1	0.5	0.2	11.0	-7.3
CCOC(=O)c1c(C)oc2c1c1c(c3ccccc32)OCN(CCCC(=O)O)C1	1.3	0.1	15.9	-79.0
CN1C(=O)C2(C(C#N)=C(N)OC3=C2C(=O)CCC3)c2ccccc21 (stereo not drawn)	0.9	-0.1	7.0	2.0
CCCn1nnc(NC(=O)c2ccc(OCC)c(Cl)c2)n1	-1.4	-0.1	-13.5	-18.4
